Bioassay records as filed in PubChem.
HGIII-sPLA2 inh – Blocks human group III sPLA2 activity. Q9NZ20. AID 743126. inhibition, % at 12.2 µM. hit rate 0.56% among 370,000. QFRET BODIPY PC-A2 liposome hydrolysis, fluorescence;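 active = inhibition above mean plus 3 SD of compounds lying within the high and low control bounds, cut at about 19% in these data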;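 note: 0% = median of test compound wells and 100% = no enzyme DMSO wells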
Target sequence (Q9NZ20 whole entry, looked up): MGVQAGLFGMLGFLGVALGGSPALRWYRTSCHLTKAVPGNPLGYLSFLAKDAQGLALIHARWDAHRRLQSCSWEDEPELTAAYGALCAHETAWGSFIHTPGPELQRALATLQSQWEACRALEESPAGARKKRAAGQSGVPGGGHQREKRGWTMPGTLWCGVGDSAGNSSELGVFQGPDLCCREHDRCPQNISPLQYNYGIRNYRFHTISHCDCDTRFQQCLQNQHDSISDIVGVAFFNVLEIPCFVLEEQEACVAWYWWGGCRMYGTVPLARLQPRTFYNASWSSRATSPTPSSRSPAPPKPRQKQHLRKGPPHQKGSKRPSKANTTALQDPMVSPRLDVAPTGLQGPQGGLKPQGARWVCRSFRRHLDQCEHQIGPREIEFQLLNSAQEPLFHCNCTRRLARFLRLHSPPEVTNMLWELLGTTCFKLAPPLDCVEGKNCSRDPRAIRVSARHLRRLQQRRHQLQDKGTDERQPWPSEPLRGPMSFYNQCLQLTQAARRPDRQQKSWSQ
DAX1 inh-1 – NR0B1 (DAX1) inhibition | HEK293 Gal4-DAX1 luciferase reporter, luminescence | inhibition, % at 6.75 µM | hit rate 0.99% among 340,000 | AID 504766;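 active = inhibition above the mean over all tested compounds plus 3 SD, cut at about 4.2% in these data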;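 note: 0% = DAX1-transfected cells with DMSO and 100% = empty-vector control cells with DMSO; inhibition shows as a rise in luminescence from relieved DAX1 repression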
GAA850 FXN act – increases GAA850 frataxin promoter reporter activity; hit rate 0.56% among 360,000; HEK293 lucGAA850 FXN promoter luciferase reporter, 24 h; percent of 10 µM SAHA response; activation, % at 6 µM;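 active = activation above the average of all compounds screened plus 3 SD, cutoff fixed separately per campaign, cut at about 7.5% in these data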;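 note: 0% = DMSO wells and 100% = 10 µM SAHA wells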
hgDAF12 agonist – agonists of H. glycines DAF-12 nuclear receptor | activation, % at 6.8 µM | hit rate 1.8% among 370,000 | HEK293 GAL4-hgDAF12 UAS-luciferase reporter, agonist luminescence; normalized to butyrate control | AID 687014;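 active = activation above a cutoff set at the mean of all screened compounds plus 3 SD, cut at about 10% in these data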;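 note: 0% = DMSO wells and 100% = sodium butyrate wells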
DAX1 inh-2 – DAX1 (NR0B1) inhibition, primary screen | HEK293T StAR-luciferase reporter, SF-1/DAX-1 repression relief | hit rate 1.1% among 370,000 | AID 652010 | inhibition, % at 6.8 µM;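 active = inhibition above the mean over all tested compounds plus 3 SD, cut at about 3.6% in these data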;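 note: 0% = DAX-1 cells with DMSO and 100% = cells lacking DAX-1 with DMSO; higher inhibition means more luminescence from relief of DAX-1 repression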
NPR2 activator – GC-B (human) receptor activation. AID 1920062. HEK293-GC-B cells, CNP EC30, cGMP TR-FRET; 0% at EC30 CNP, 100% saturating CNP. hit rate 0.11% among 370,000. activation, % at 10 µM;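 active = activation at 10 µM reaching about 35% in either raw or pattern-adjusted values, limit read from the data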
ADAM10 inh – ADAM10 inhibition, QFRET primary screen. O14672. recombinant ADAM10, EDANS/DABCYL FRET peptide cleavage, 3 h. inhibition, % at 7 µM. hit rate 0.62% among 370,000;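 active = inhibition above a per-campaign cutoff equal to the mean of compounds falling between control-based bounds plus 3 SD, cut at about 20% in these data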;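 note: 0% = DMSO wells while the 100% control is not disclosed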
Target sequence (O14672 214-748 limits assumed): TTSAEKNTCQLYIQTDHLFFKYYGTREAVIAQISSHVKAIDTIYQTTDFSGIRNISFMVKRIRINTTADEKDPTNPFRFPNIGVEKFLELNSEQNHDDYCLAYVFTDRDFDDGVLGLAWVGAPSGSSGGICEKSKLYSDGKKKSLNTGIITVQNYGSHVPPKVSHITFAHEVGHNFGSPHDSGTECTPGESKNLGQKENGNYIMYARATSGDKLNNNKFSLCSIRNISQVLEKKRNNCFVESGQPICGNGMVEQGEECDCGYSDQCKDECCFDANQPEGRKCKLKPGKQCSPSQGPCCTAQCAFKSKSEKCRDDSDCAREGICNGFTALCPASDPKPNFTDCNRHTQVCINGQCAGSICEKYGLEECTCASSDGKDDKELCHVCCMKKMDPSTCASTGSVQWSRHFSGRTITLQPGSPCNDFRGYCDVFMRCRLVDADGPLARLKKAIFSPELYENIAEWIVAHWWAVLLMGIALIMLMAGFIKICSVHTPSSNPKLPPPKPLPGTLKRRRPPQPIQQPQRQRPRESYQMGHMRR
hcDAF12 agonist – activates DAF-12 receptor from parasite H. contortus; hit rate 1.4% among 370,000; AID 652067; HEK293 hcDAF-12 lit1-tk-luc reporter, luminescence; 0% DMSO, 100% Δ7-dafachronic acid; activation, % at 6.8 µM;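 active = activation above the mean of all tested compounds plus 3 SD, cut at about 5.5% in these data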;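 note: 100% = response to 3 µM Δ7-dafachronic acid high control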
GC-A act – GC-A (human) enzyme activation; HEK293 GC-A cells, cGMP TR-FRET, EC30 ANP; 0% at EC30 ANP, 100% saturating ANP; activation, % at 10 µM; hit rate 0.14% among 370,000; in the data active = activation above about 40%
ssDAF12 agonist – activators of S. stercoralis DAF-12 nuclear receptor | activation, % at 6.8 µM | HEK293 ssDAF-12/GRIP1 lit1-tk-luc reporter, luminescence; % of 3 µM dafachronic acid response | hit rate 1% among 370,000;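 active = activation above the mean over all tested compounds plus 3 SD, cut at about 0.9% in these data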;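 note: 0% = DMSO-only wells and 100% = 3 µM delta7-dafachronic acid wells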
SMARCA2 activ – SMARCA2 function activation, primary screen | activation, % at 9.1 µM | hit rate 1% among 370,000 | MG213 cells, MMTV-luciferase reporter, dexamethasone, overnight; in the data active = activation above about 7.8%;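 note: 0% = vehicle wells and 100% = reference activator wells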
* marks the source's active call; other numbers are inactive results; x = not tested or not shown.

structure	HGIII-sPLA2 inh	DAX1 inh-1	GAA850 FXN act	hgDAF12 agonist	DAX1 inh-2	NPR2 activator	ADAM10 inh	hcDAF12 agonist	GC-A act	ssDAF12 agonist	SMARCA2 activ
O=C(O)C1CCCN1S(=O)(=O)c1ccc2[nH]c(=O)c(=O)[nH]c2c1 (stereo not given)	4	0.4	-1.1	-0.6	-0.8	24	-32	-1.1	27	-1.2	-4
CCCCOc1ccc(CC(=O)NCC(=O)O)cc1	0	4.9*	-4.2	-2.3	0.0	5	-1	-0.7	3	-1.4	-1
COc1ccc2c(c1)CCC(=O)[C@H](O)C[C@H](c1ccccc1)OC2=O	-9	x	x	-1.2	0.6	-1	-13	-2.0	2	-1.2	5
CCC(CC)C(=O)OCC(=O)Nc1cc(OC)c([N+](=O)[O-])cc1C	-3	-0.7	-0.8	2.9	-0.5	-1	7	-2.4	0	-1.6	-3
CCOC(=O)c1cnc(-c2ccccc2O)nc1Cl	4	-0.2	3.5	1.0	-0.2	0	2	0.7	2	-1.3	8.1*
COc1ccc(C(=O)Nc2ccc(NC(=O)c3cccc(OC)c3)cn2)cc1	0	-1.2	-4.8	-2.3	-1.1	2	-17	-3.9	0	-1.6	-2
CCCCCCN1C[C@@H](O)[C@H](n2cc(C3CC3)nn2)C[C@@H]1c1ccccc1	-5	1.0	0.2	0.5	-0.8	-2	7	-3.2	0	-1.1	2
Cc1cccc(NC(c2ccc(C)s2)c2ccc3ccc(C)nc3c2O)n1 (stereo not given)	4	-1.1	-0.8	-1.6	0.3	-2	5	0.1	6	-0.9	1
COc1ccccc1CNC(=O)CCCc1nnc2n(C)c(=O)c3sccc3n12	8	-0.2	1.7	-1.5	0.2	-3	6	-1.2	0	-0.9	2
CN(C)c1ccc(/C=C/c2ccc3c4ccccc4ccc3[n+]2-c2ccccc2)cc1	44*	-3.5	-14	-14	-7.0	-37	-72	-6.4	-87	-3.6	-10
CC(=O)Nc1ccc(OCc2cccc([N+](=O)[O-])c2)cc1	-2	0.7	5.6	6.2	0.1	0	-2	2.1	5	-0.5	2
Cc1ccc(S(=O)(=O)N2CCC(C(=O)NCc3ccncc3)CC2)cc1	0	-0.8	0.5	-0.8	0.6	2	8	-0.5	7	-1.1	5
COc1ccc(F)cc1S(=O)(=O)N1CCC2(CC1)OCCN2S(=O)(=O)c1ccccc1	-13	-0.2	-1.1	4.3	1.0	0	3	-0.7	-2	-0.9	-1
COc1ccc(C(=O)OCC(=O)c2ccc3c(c2)NC(=O)CO3)cc1OC	5	0.0	1.4	1.5	-0.2	7	3	-0.2	3	-0.3	8.6*
CNS(=O)(=O)c1ccc(NC(=O)Nc2cccc(F)c2)cc1	3	1.2	2.4	-0.2	-0.1	-3	-2	-0.3	1	-1.0	-2
Cc1nnsc1C(=O)N1CCN(c2ccc(C#N)cn2)CC1	10	x	0.5	-2.6	0.0	-4	-1	-1.6	-5	-0.4	-3
CCOC(=O)C1CCCN(C(=S)Nc2cccc(Cl)c2C)C1 (stereo not given)	6	-2.6	-0.3	-1.3	-0.4	4	3	-0.2	-1	-1.9	1
O=C(O)c1n[nH]nc1-c1ccccc1	5	-0.8	1.4	-0.7	-0.2	3	-3	-0.6	2	-1.3	3
Cc1ccc(C)c(NC(=O)Cn2nnc(C(=O)NCc3cccs3)c2N)c1	4	-0.8	-4.6	1.1	-0.3	8	1	-0.8	-4	-1.3	-2
COc1ccccc1/C=C/CN1CCSCC1	7	0.0	1.4	16*	0.3	6	-7	-0.5	2	-1.0	-2
COc1ccccc1CNC(=O)c1ccc2c(=O)n(CCCN3CCCC3=O)c(=S)[nH]c2c1	5	0.0	-1.3	-2.7	0.0	-5	0	0.7	-1	-1.2	-3
O=C(NCCc1csc(-c2ccc(Cl)cc2)n1)c1ccco1	-3	-0.8	1.8	-2.4	-3.4	-1	2	-2.6	9	-1.7	-4
COCCCNC(=S)NNC(=O)c1csc2ccccc12	7	2.7	-0.1	-0.5	0.1	4	0	-1.0	-2	-1.8	0
O=C(CCn1nc(-c2ccc(Cl)cc2)ccc1=O)N1CCN(c2ccc(F)cc2)CC1	-6	-1.8	2.4	0.8	-1.0	-6	6	-3.1	-17	-1.2	5
CCCCn1c(SCn2nnc3ccccc3c2=O)nc2cc(S(N)(=O)=O)ccc21	-9	1.2	2.1	-1.9	0.1	-2	4	-0.9	-1	-0.5	-3
COC(=O)c1cccc(C(=O)N2CCCC(CNC(=O)c3ccccc3Cl)C2)c1 (stereo not given)	14	1.4	3.7	3.8	0.7	-1	-5	-1.4	3	-0.4	-1
CCCOc1ccc(/C=N/NC(=S)Nc2ccccc2[N+](=O)[O-])c(O)c1	37*	x	x	-17	-3.5	-3	7	-8.0	1	-3.3	-6
CN1CC(c2ccccc2)Oc2ccccc2C1=S (stereo not given)	2	1.4	0.9	1.3	0.2	1	-2	1.1	-1	-0.6	1
CCN(C(=O)c1cccc(F)c1)c1ccccc1C	8	1.0	-2.0	-4.0	-1.3	1	7	-0.8	2	-0.4	-1
Cc1cccc(OCC(=O)O/N=C(\N)c2ccc(Br)cc2)c1	-3	0.4	2.7	0.9	-0.4	3	3	-0.8	-1	-1.1	-1
c1csc(CN2CCN(Cc3cccs3)C2c2cccs2)c1	8	1.1	1.5	1.5	-0.5	-13	0	-1.1	-10	-1.0	1
CSc1c(N(C)C)c(=O)c1=S	13	x	x	-0.7	0.0	0	-9	-0.4	4	-1.1	7
CC(C)=NN1C(=O)c2ccccc2NC1(C)C	4	5.6*	2.1	2.6	0.9	3	-201	-0.4	7	-0.5	7
O=C(CSc1nc2cc(Cl)ccc2s1)N1CCN(C(=O)c2ccco2)CC1	-2	0.0	-1.4	0.1	0.5	-13	5	-2.8	3	-0.6	0
COC(=O)N/N=C/c1ccc(OCCSc2ccc(Cl)cc2)c(OC)c1	-2	0.4	-2.2	2.7	-1.0	-1	7	-1.7	3	-1.6	-1
CNC(=O)c1cc(Nc2nnc(-c3ccc(C)c(S(N)(=O)=O)c3)c3ccccc23)ccc1OC	-4	1.4	1.1	0.8	-0.3	3	-4	-0.1	0	-1.0	0
CN(c1cccc(NC(=O)CSc2ccc(Cl)cc2)c1)S(C)(=O)=O	-20	-2.6	-1.5	-2.7	-2.0	8	3	-3.6	6	-2.8	-5
Cc1cc2c(C)nc(Cc3ccccc3)nc2o1	-4	0.0	0.3	0.9	0.2	-9	9	-1.8	0	-0.8	2
O=S(=O)(c1ccc(Cl)cc1)N1CCC(O)(CN2CCN(Cc3ccccc3)CC2)CC1	-15	-1.3	-1.6	-2.2	-1.1	3	-9	-2.2	-2	-1.1	-2
Cc1nc2c(cc(Oc3ccc(S(=O)(=O)N4CCOCC4)cn3)c3ccsc32)s1	-11	-1.1	5.4	0.3	-0.2	0	12	-0.7	6	-1.0	1
Cc1cccc(C)c1-n1nnnc1S(=O)(=O)Cc1ccccc1Cl	-15	-0.6	-1.5	0.1	0.1	-2	12	1.6	-3	-1.1	-3
CC(Sc1ncn[nH]1)C(=O)Nc1cc(C(F)(F)F)ccc1Cl (stereo not given)	-40	-0.1	0.8	-3.6	-1.4	-4	3	-0.9	-1	-1.0	1
Cc1ccc(S(=O)(=O)n2oc(=O)c(C3CCCCC3)c2N)cc1	-4	-0.3	-1.2	-0.7	-0.9	-3	3	-1.3	-3	-0.5	-3
Cc1ccc(S(=O)(=O)n2cccc2/C=C/[N+](=O)[O-])cc1	-9	0.1	6.8	0.7	-0.7	-3	-13	0.8	0	-1.5	-1
COc1ccc(CCNC(=O)COC(=O)COc2ccc(Cl)cc2)cc1OC	1	-1.1	-0.9	0.2	-0.5	-1	-5	-2.1	3	-1.7	0
CCS(=O)(=O)c1ccc2oc(SCC(=O)NCc3ccccc3)nc2c1	-6	-0.8	0.1	-1.6	-0.2	1	0	-0.5	-2	-1.7	0
O=C(NCCCc1ccc(F)cc1)C1CCC(=O)N(CC2CCCCC2)C1 (stereo not given)	-7	-0.4	-0.1	0.4	-2.1	-3	-15	-2.2	-1	-1.4	-2
N#Cc1cccc(C(c2nnnn2C2CCCC2)N2CCC(Cc3ccccc3)CC2)c1 (stereo not given)	1	-0.5	-1.0	-0.4	-0.5	3	-7	-0.8	-4	-0.8	-4
Cc1nnc(SCc2ccccc2F)n1NCc1cccs1	3	2.2	5.0	1.5	0.5	-1	3	-0.2	1	-0.6	0
O=C(O)c1cc2cc(S(=O)(=O)O)ccc2cc1O	0	1.0	-1.7	-1.9	0.2	5	-22	-1.9	-2	-0.7	1
Cc1cccc(C)c1Nc1cn[nH]c1	-7	x	x	-1.0	-0.6	-11	-20	-2.3	-16	-0.8	-1
CSc1ccc(/C=N/NC(=O)CNc2ccc3ccccc3c2)cc1	5	0.4	2.9	2.5	-0.6	-11	-13	4.8	-1	0.3	1
COc1ccccc1/C=N/NC(=O)c1cccc(OC(F)(F)C(F)F)c1	-8	1.4	0.8	1.0	0.0	-3	5	0.1	3	-1.1	0
COc1ccc(OCc2nnc(SCC(=O)O)n2N)cc1	11	1.5	-0.1	3.0	0.4	7	6	-1.3	0	-0.6	-6
CCOc1ccc(NC(=O)CSc2ncnc3c2sc2ccccc23)cc1	2	-0.7	-2.3	-0.4	-0.6	14	2	2.4	39	-0.5	-2
Cc1ccc(NC(=O)CN(C)C(=O)C2CCC2)cc1	4	1.8	-1.8	-0.9	0.7	6	-3	-0.1	1	-0.9	4
COc1ccccc1NC(=O)c1ccccc1Oc1ccccc1	-9	-1.6	1.5	1.0	-0.1	-6	-2	-1.3	0	-1.9	-2
COc1cc(OC)c(OC)cc1/C=C1\Oc2cc(OS(C)(=O)=O)ccc2C1=O	-8	0.1	0.9	3.4	1.4	-2	-18	1.5	7	-1.4	-1
NC1=NC(=O)C(CC(=O)Nc2ccc3c(c2)OCO3)S1 (stereo not given)	7	-0.4	-0.6	-0.6	0.2	6	10	0.3	5	-0.3	-2
COc1ccc(/C=C/C(=O)NC(=S)NNC(=O)[C@H]2C[C@@H]2c2ccccc2)cc1OC	6	0.5	-3.0	-0.8	-0.1	0	-17	-0.4	-1	-1.3	4
COc1ccccc1NS(=O)(=O)c1ccc(N/N=C/C=C/c2ccccc2[N+](=O)[O-])c([N+](=O)[O-])c1	-5	-0.2	-0.5	2.2	0.0	3	-1	-1.3	-5	-0.9	0
O=C1CNC(=O)c2cc(Cl)ccc2N1	9	0.8	-1.7	2.2	-0.6	-3	-15	-0.3	1	-0.7	2
O=C(COC(=O)CNC(=O)c1ccc(Cl)cc1Cl)NCC1CCCO1 (stereo not given)	3	1.1	0.5	-1.6	1.0	-5	2	-1.4	3	-0.6	2

Compounds as they come (roughly 6.6% active in at least one column).
